PGC1a acetyl inh: inhibitors of PGC1a acetylation signal, primary screen, cell-based, U2OS, AlphaScreen, inhibitor mode | AlphaScreen anti-acetyl-lysine; with virally co-expressed GCN5 acetyltransferase | inhibition, % at 15.6 µM | 0.17% of 350,000 active;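 active = every replicate shows inhibition of at least 40%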;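 note: 0% = neutral control wells and 100% = positive control wells; some results beyond the cut were filed as inactive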
ARNT TACC3 PPI: disruptors of ARNT/TACC3 protein interaction, primary screen, biochemical, AlphaScreen, single concentration. Transforming acidic coiled-coil-containing protein 3 (Homo sapiens), Q9Y6A5. AlphaScreen His-ARNT PAS-B/GST-TACC3 binding, luminescence; TACC3 fragment carries E629A point mutation. inhibition, % at 9.99 µM. 0.66% of 390,000 active;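 active = mean inhibition of replicates at least 50% and at least half of replicates each reaching 50%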;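 note: 0% = complete ARNT plus TACC3 wells and 100% = ARNT alone without TACC3; many hits fall short of the cut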
PAX8 inh HTS: inhibitors of PAX8-driven TPO luciferase reporter, primary screen, RMG-I cells, single concentration; 1.2% of 360,000 active; SteadyGlo, 24 h; inhibition, % at 12.6 µM;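 active = mean replicate inhibition at least 60% with every replicate also reaching 60%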;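 note: luciferase light reporting Pax8 driven TPO promoter activity; plate controls were median of neutral control wells for no effect and mitoxantrone controls for full effect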
PglD inh: C. jejuni PglD acetyltransferase inhibitors, primary screen, biochemical, DTNB colorimetric, single point; UDP-N-acetylbacillosamine N-acetyltransferase PglD (Campylobacter jejuni); purified PglD enzyme, DTNB colorimetric CoA detection; inhibition, % at 12.5 µM; 0.098% of 360,000 active; in the data active = inhibition above about 16%, passing the limit was not always enough; note: strong numbers were not always called active
LGR2 antag: inhibitors of bursicon-induced LGR2 CRE-luciferase signal, primary screen, cell-based, HEK293, CRE-luciferase reporter, bursicon stimulation | bursicon-stimulated, 4 h | Drosophila bursicon receptor LGR2 (rickets) | 0.35% of 380,000 active | AID 720647, 2013 | inhibition, % at 9.99 µM;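 active = drop in luminescence signal, shown as inhibition above about 50% in the replicate tests, limit read from the data, passing the limit was not always enough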;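 note: agonist challenge used bursicon conditioned medium at about half maximal strength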
INS-1E GSIS act: GLuc luminescence reporter in INS-1E cells, primary screen for activators of glucose-dependent secretion of insulin; INS-1E GLuc reporter insulin secretion, 2-3 h; 0.61% of 370,000 active; activation, % at 16.6 µM; AID 743287, 2014;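 active = lowest replicate activation of at least 40%, so every replicate reaches that level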;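 note: 0% = median of neutral control wells and 100% = median of IBMX positive control wells; some compounds called inactive have numbers as strong as hits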
Cneo AK release: Cryptococcus neoformans cell lysis inducers, primary screen, AK release luminescence, single concentration; C. neoformans lysis, adenylate kinase release luminescence, 4 h; normalised: neutral wells 0, clomiphene wells 100; lysis activity, % at 15 µM; 0.2% of 360,000 active;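 active = mean lysis activity across replicates of at least 80%, whatever share of replicates individually reach that level; inactive = mean lysis activity below 80%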
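read-out = cell lysis signal | test system = log-phase Cryptococcus neoformans yeast cells | input = cells at 5 × 10^6 per mL | medium = fresh YPD growth medium | signal = luminescent adenylate kinase detection reagent | timing = 4 h at 37 °C static, read 1 h later | dosing = single dose | controls = Clomiphene as positive lysis control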
C2C12 statin: suppressors of statin myotoxicity in C2C12 myotubes, primary screen, cell-based, single point, plate reader. 0.78% of 330,000 active. rescue of ATP level, % at 7.49 µM. C2C12 myotubes + simvastatin, ATP luminescence, 48 h; scaled: DMSO 0, geranylgeraniol control 100. AID 602340, 2012;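 active = mean ATP rescue above about 67%, or every replicate alone reaching that limit, limit read from the data, passing the limit was not always enough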;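 note: myotubes were challenged with 10 µM simvastatin during compound exposure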
The depositor's hits bear a star; · = not tested or not shown.

Start of the data: the first 2 compounds (preview)
Value order – PGC1a acetyl inh | ARNT TACC3 PPI | PAX8 inh HTS | PglD inh | LGR2 antag | INS-1E GSIS act | Cneo AK release | C2C12 statin
C[C@H](O)C#Cc1ccc2c(c1)O[C@@H](CN(C)CC1CC1)[C@@H](C)CN([C@@H](C)CO)S2(=O)=O
 : -2 | · | · | · | -2 | 4 | · | 4
Cc1ccc(S(=O)(=O)Nc2ccc3c(c2)C(=O)N([C@H](C)CO)C[C@@H](C)[C@H](CN(C)C(=O)Nc2cccc4ccccc24)O3)cc1
 : 12 | 2 | -33 | -1 | 4 | -8 | -5 | 27

The list itself, repeating the preview:
Value order – PGC1a acetyl inh | ARNT TACC3 PPI | PAX8 inh HTS | PglD inh | LGR2 antag | INS-1E GSIS act | Cneo AK release | C2C12 statin
C[C@H](O)C#Cc1ccc2c(c1)O[C@@H](CN(C)CC1CC1)[C@@H](C)CN([C@@H](C)CO)S2(=O)=O
 : -2 | · | · | · | -2 | 4 | · | 4
Cc1ccc(S(=O)(=O)Nc2ccc3c(c2)C(=O)N([C@H](C)CO)C[C@@H](C)[C@H](CN(C)C(=O)Nc2cccc4ccccc24)O3)cc1
 : 12 | 2 | -33 | -1 | 4 | -8 | -5 | 27
CCC1ON(C(C)C)C2c3nc4ccccc4n3CC12 (stereo unspecified)
 : 10 | -15 | 6 | 9 | 12 | · | 0 | -8
COc1cc2c(C(=O)NCCCN3CC(C)CC(C)C3)cn(CC(C)C)c(=O)c2cc1OC (stereo unspecified)
 : -1 | 1 | · | -2 | · | · | 0 | 11
O=C(/C=C/c1ccc(Cl)cc1Cl)NC(=S)Nc1ccccn1
 : 26 | -4 | · | 2 | · | · | 3 | 1
O=C1CCC(=O)N1c1ccc(NCCc2ccccc2F)c([N+](=O)[O-])c1
 : -3 | -3 | -20 | 2 | -19 | -3 | 0 | -2
CC(C)NC(=O)Nc1cccc2c1O[C@@H](CN(C)C(=O)Nc1ccc(F)cc1)[C@@H](C)CN([C@@H](C)CO)C2=O
 : 6 | 1 | 2 | 4 | -2 | -15 | 48 | -2
COc1ccc(C(C(=O)NC2CCCCC2)N(C(=O)Cc2c[nH]c3ccccc23)c2ccccc2C)cc1OC (stereo unspecified)
 : · | 3 | 13 | · | 11 | -5 | · | ·
Cc1noc(C)c1COC(=O)c1ccc(-c2nc3ccccc3s2)s1
 : -1 | · | · | -7 | -62 | -16 | -3 | -96
C=CCN1C(=O)c2ccc(C(=O)N3CCC(C(=O)OCC)CC3)cc2C1=O
 : · | -1 | -5 | -2 | -2 | 14 | 2 | 4
O=c1oc2cc(O)ccc2cc1-c1ccc(F)cc1
 : 10 | -12 | · | -1 | · | · | -5 | -1
O=C(CSc1nnnn1-c1ccccc1)N1CCc2ccccc2C1
 : 6 | 5 | · | -1 | · | · | 7 | -3
N#C[C@H]1[C@H](c2ccccc2-c2ccccc2)[C@H](CO)N1C(=O)NC1CCCC1
 : 9 | · | -14 | · | 23 | -9 | · | ·
COc1ccccc1-c1cn(S(=O)(=O)c2ccc(F)cc2)nc1N
 : -10 | -4 | · | -3 | · | · | 3 | ·
O=C(N/N=C/C=C/c1ccccc1)c1ccccc1Br
 : 0 | -4 | -56 | 4 | · | · | -19 | -7
CCOC(=O)C1=C(C)NC(=O)NC1c1ccc(OCC(N)=O)cc1 (stereo unspecified)
 : -7 | -7 | · | 1 | · | · | -1 | 10
COc1ccc(-c2nnc(NC(=O)c3ccc(S(=O)(=O)N(C)CC4CCCO4)cc3)o2)c(OC)c1 (stereo unspecified)
 : · | 45* | 4 | -1 | 13 | 9 | 4 | -12
C=CCn1c(CSc2nc3ccccc3s2)nnc1SCC(=O)NCCN1CCOCC1
 : · | -5 | · | 3 | · | · | 0 | 5
COC(=O)c1cn(-c2ccccc2)nc1-c1ccccc1
 : -8 | -6 | · | 0 | · | · | 0 | 13
COc1ccc(OC)c(S(=O)(=O)N2CCN3CCCC3C2)c1 (stereo unspecified)
 : 10 | -1 | -17 | 6 | 7 | -8 | -1 | -3
CC(C)(C)NC(=O)CCCSc1nc2ccccc2s1
 : · | -4 | -134 | · | -98 | -16 | · | ·
O=C(O)CSc1nc(-c2ccccc2)nc2c1CCCC2
 : -4 | -2 | 0 | -1 | 0 | 5 | 2 | -5
CC(Sc1nnnn1C1CC1)C(=O)N1CC(=O)Nc2ccccc21 (stereo unspecified)
 : 0 | · | 7 | -3 | 1 | 4 | 2 | 12
COc1ccc(NC(=O)Nc2ccc3c(c2)CC(=O)N([C@H](C)CO)C[C@H](C)[C@H](CN(C)Cc2ccccc2)O3)cc1
 : -18 | 3 | 11 | -1 | -8 | -9 | -4 | -31
COc1cc(O)c2c(=O)c3c(O)c(O)ccc3oc2c1OC
 : 13 | 1 | · | 3 | · | · | -13 | 18
Cc1cc(C)c2oc(C(=O)N(Cc3cccs3)C3CCS(=O)(=O)C3)cc(=O)c2c1 (stereo unspecified)
 : · | -8 | 10 | · | -3 | 30 | · | ·
CN1CCC(N(C)C(=O)c2cc(-c3ccccc3Cl)nc3ccccc23)CC1
 : 3 | -3 | -10 | 8 | 2 | 42 | -1 | -5
CCc1nc2nc(C)c(NS(=O)(=O)c3ccc(C)c(C)c3)c(=O)n2[nH]1
 : 8 | -14 | -16 | -1 | 5 | 5 | -1 | 5
Cc1nc2sc3c(c2c(=O)[nH]1)CCC3
 : -44 | 4 | -17 | -1 | · | · | 0 | 4
CC(C)(C)c1ccc(OCC(=O)N2CCN(c3ncccn3)CC2)cc1
 : -14 | -2 | · | -1 | · | · | 0 | 11
Cc1ccc(Cc2c(-c3cccc(Cl)c3)nc3ccc(C)cn23)cc1
 : -13 | · | -156 | -2 | -61 | -7 | 5 | 8
C[C@H]1CN([C@@H](C)CO)S(=O)(=O)c2ccc(C#Cc3ccccc3)cc2O[C@H]1CN(C)S(=O)(=O)c1ccccc1F
 : 2 | -9 | -1 | -4 | 10 | 0 | 2 | 17

Exported with tabs: part of the list above
SMILES	PGC1a acetyl inh	ARNT TACC3 PPI	PAX8 inh HTS	PglD inh	LGR2 antag	INS-1E GSIS act	Cneo AK release	C2C12 statin
C[C@H](O)C#Cc1ccc2c(c1)O[C@@H](CN(C)CC1CC1)[C@@H](C)CN([C@@H](C)CO)S2(=O)=O	-2	·	·	·	-2	4	·	4
Cc1ccc(S(=O)(=O)Nc2ccc3c(c2)C(=O)N([C@H](C)CO)C[C@@H](C)[C@H](CN(C)C(=O)Nc2cccc4ccccc24)O3)cc1	12	2	-33	-1	4	-8	-5	27
CCC1ON(C(C)C)C2c3nc4ccccc4n3CC12 (stereo unspecified)	10	-15	6	9	12	·	0	-8
COc1cc2c(C(=O)NCCCN3CC(C)CC(C)C3)cn(CC(C)C)c(=O)c2cc1OC (stereo unspecified)	-1	1	·	-2	·	·	0	11
O=C(/C=C/c1ccc(Cl)cc1Cl)NC(=S)Nc1ccccn1	26	-4	·	2	·	·	3	1
O=C1CCC(=O)N1c1ccc(NCCc2ccccc2F)c([N+](=O)[O-])c1	-3	-3	-20	2	-19	-3	0	-2
CC(C)NC(=O)Nc1cccc2c1O[C@@H](CN(C)C(=O)Nc1ccc(F)cc1)[C@@H](C)CN([C@@H](C)CO)C2=O	6	1	2	4	-2	-15	48	-2
COc1ccc(C(C(=O)NC2CCCCC2)N(C(=O)Cc2c[nH]c3ccccc23)c2ccccc2C)cc1OC (stereo unspecified)	·	3	13	·	11	-5	·	·
Cc1noc(C)c1COC(=O)c1ccc(-c2nc3ccccc3s2)s1	-1	·	·	-7	-62	-16	-3	-96
C=CCN1C(=O)c2ccc(C(=O)N3CCC(C(=O)OCC)CC3)cc2C1=O	·	-1	-5	-2	-2	14	2	4
O=c1oc2cc(O)ccc2cc1-c1ccc(F)cc1	10	-12	·	-1	·	·	-5	-1

Compounds were not picked by outcome; any-hit rate near 2.9%.
